NSD2 inh = NSD2 (human) methyltransferase inhibition | O96028 | inhibition, % at 12.5 µM | NSD2-SET H3K36me1 DELFIA fluorescence, biochemical | hit rate 0.07% among 44,000; in the data active = inhibition above about 54%, passing the limit was not always enough;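 note: inhibitors reduce the monomethyl H3K36 fluorescence signal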
Target sequence (O96028 whole entry, looked up): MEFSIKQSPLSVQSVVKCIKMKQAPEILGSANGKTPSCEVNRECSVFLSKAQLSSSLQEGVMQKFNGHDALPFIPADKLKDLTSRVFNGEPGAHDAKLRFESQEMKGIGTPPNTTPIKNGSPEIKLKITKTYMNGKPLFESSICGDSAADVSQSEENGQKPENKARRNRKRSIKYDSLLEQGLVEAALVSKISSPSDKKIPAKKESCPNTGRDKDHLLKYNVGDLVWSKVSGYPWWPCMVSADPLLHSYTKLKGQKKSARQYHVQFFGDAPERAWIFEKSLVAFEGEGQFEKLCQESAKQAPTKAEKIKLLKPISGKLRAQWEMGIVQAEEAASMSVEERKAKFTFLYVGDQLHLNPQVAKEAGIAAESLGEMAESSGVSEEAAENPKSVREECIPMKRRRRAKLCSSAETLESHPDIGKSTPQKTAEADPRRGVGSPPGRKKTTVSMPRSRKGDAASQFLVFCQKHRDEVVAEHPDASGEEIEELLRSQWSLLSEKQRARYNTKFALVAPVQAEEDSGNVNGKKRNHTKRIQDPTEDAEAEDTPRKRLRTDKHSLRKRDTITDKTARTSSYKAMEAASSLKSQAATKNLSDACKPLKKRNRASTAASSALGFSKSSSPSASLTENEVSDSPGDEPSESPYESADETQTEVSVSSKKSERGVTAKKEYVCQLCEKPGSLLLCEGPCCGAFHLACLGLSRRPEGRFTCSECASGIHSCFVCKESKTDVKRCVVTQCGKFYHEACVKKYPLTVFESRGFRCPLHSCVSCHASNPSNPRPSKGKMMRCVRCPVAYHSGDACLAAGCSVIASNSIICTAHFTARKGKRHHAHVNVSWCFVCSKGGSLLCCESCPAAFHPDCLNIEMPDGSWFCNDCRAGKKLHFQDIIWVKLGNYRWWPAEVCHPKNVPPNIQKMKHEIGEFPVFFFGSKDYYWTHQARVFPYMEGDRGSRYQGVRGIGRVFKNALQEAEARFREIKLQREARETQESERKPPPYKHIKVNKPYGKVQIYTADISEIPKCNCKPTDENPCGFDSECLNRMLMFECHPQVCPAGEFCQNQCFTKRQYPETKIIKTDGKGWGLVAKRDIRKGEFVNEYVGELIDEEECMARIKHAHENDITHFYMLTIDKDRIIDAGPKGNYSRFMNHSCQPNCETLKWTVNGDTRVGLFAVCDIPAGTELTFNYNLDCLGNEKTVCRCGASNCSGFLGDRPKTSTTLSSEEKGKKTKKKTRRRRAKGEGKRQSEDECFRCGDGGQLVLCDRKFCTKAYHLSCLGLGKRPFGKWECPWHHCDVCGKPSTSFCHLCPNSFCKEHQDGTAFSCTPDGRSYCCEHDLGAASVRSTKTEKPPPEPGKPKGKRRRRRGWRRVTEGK
Active calls of the source: *; i = inactive. This is a subset; the hit share may differ from the screen's.

mol	NSD2 inh
C[C@H](CO)N1C[C@H](C)[C@H](CN(C)CC2CC2)Oc2ccc(NC(=O)Nc3cccc4ccccc34)cc2CC1=O	-4.2
COc1ccc(S(=O)(=O)N(C)C[C@H]2Oc3ccc(NC(=O)NC4CCCCC4)cc3CC(=O)N([C@@H](C)CO)C[C@@H]2C)cc1	0.9
C[C@H](CO)N1C[C@H](C)[C@@H](CN(C)Cc2ccncc2)Oc2ccc(NC(=O)C3CCCCC3)cc2C1=O	4.5
C[C@@H]1CN([C@@H](C)CO)C(=O)c2cc(NC(=O)c3ccccc3)ccc2O[C@@H](C)CCCCO[C@H]1CN(C)Cc1ccc(C(F)(F)F)cc1	-2.7
CC1(C)Cc2c(sc3c2c(=O)n(Cc2ccccc2)c2nnc(SCC(=O)c4ccc(Br)cc4)n32)CO1	7.6
C/C=C/c1cnc2c(c1)C(=O)N([C@@H](C)CO)C[C@H](C)[C@@H](CN(C)C(=O)Cc1ccccc1)O2	5.6
C[C@@H](NC(=O)N(C)C[C@@H]1OCc2ccccc2-c2c(n(C)c3ccccc23)C(=O)N([C@@H](C)CO)C[C@@H]1C)c1ccccc1	-1.4
C[C@@H]1CN([C@H](C)CO)C(=O)c2cc(NC(=O)C3CC3)ccc2O[C@@H]1CN(C)Cc1ccc(Cl)c(Cl)c1	4.6
C[C@H](CO)N1C[C@H](C)[C@H](CN(C)C(=O)Nc2ccc3c(c2)OCO3)Oc2c(NS(=O)(=O)c3ccc(F)cc3)cccc2C1=O	3.2
CCC(=O)N(C)C[C@H]1Oc2cc(-c3ccc(C)cc3)ccc2S(=O)(=O)N([C@@H](C)CO)C[C@H]1C	-0.7
C[C@H]1CN([C@@H](C)CO)C(=O)Cc2cc(NS(=O)(=O)c3cn(C)cn3)ccc2O[C@H]1CN(C)C(=O)Nc1ccccc1	-1.4
C[C@@H]1CN([C@@H](C)CO)S(=O)(=O)c2ccc(/C=C/c3ccccc3)cc2O[C@H]1CN(C)Cc1cncnc1	1.4
CN(CCO)c1ccc(/C=N/NC(=O)c2ccc(C(=O)NO)cc2)cc1	15.5
C[C@H](CO)N1C[C@H](C)[C@@H](CN(C)C(=O)CN(C)C)Oc2cc(C#CC3CC3)ccc2S1(=O)=O	3.7
C[C@@H]1CCCCO[C@@H](CN(C)CC2CC2)[C@H](C)CN([C@@H](C)CO)C(=O)c2cc(NC(=O)Nc3ccc(F)cc3)ccc2O1	i
COCC(=O)Nc1ccc2c(c1)[C@@H]1C[C@H](CC(=O)N3CCOCC3)O[C@H](CO)[C@@H]1O2	2.9
COCC(=O)N(C)C[C@H]1Oc2ncc(-c3ccc(C)cc3)cc2C(=O)N([C@H](C)CO)C[C@@H]1C	-6.8
C[C@H](CO)N1C[C@H](C)[C@H](CN(C)Cc2ccc3c(c2)OCCN3C)OCc2cn(nn2)CCCC1=O	9.3
O=S(=O)(N[C@H]1CCN(Cc2cccc(OCCO)c2)C1)c1ccc2ccccc2c1	10.0
COCC#Cc1cnc2c(c1)C(=O)N([C@@H](C)CO)C[C@@H](C)[C@@H](CN(C)C(=O)c1cccnc1)O2	1.2
C[C@@H]1CCCCO[C@@H](CN(C)S(=O)(=O)c2ccc(F)cc2)[C@@H](C)CN([C@H](C)CO)C(=O)c2cc(NS(=O)(=O)c3ccc(Cl)cc3)ccc2O1	1.3
COc1ccc(NC(=O)N(C)C[C@H]2OCCCC[C@H](C)Oc3ccc(NS(=O)(=O)c4cccs4)cc3C(=O)N([C@@H](C)CO)C[C@@H]2C)cc1	-3.8
COc1ccc(NC(=O)O[C@@H](c2ccc(OCCO)cc2)[C@@H](C)CCO)cc1	1.7
CCCC#Cc1cnc2c(c1)C(=O)N([C@H](C)CO)C[C@H](C)[C@H](CN(C)C(=O)c1cccc(F)c1)O2	-1.7
C[C@@H]1CCCCO[C@H](CN(C)C(=O)CCC(F)(F)F)[C@@H](C)CN([C@H](C)CO)C(=O)c2cc(NS(C)(=O)=O)ccc2O1	-2.1
C[C@H]1CN([C@@H](C)CO)C(=O)c2cc(-c3ccncc3)cnc2O[C@H]1CN(C)C(=O)Nc1ccc2c(c1)OCO2	2.6
C[C@@H]1CN([C@@H](C)CO)C(=O)Cc2cc(NC(=O)CCCN(C)C)ccc2O[C@@H]1CN(C)S(=O)(=O)c1cccs1	0.4
COc1ccccc1-c1ccc2c(c1)O[C@H](CN(C)C(=O)Nc1ccccc1)[C@@H](C)CN([C@H](C)CO)S2(=O)=O	-5.5
Cc1noc(C)c1NC(=O)Nc1ccc2c(c1)CC(=O)N([C@@H](C)CO)C[C@@H](C)[C@H](CN(C)S(=O)(=O)c1cn(C)cn1)O2	-11.0
O=C(O)C1CC=CCC1C(=O)Nc1ccc(Cc2ccncc2)cc1 (stereo unspecified)	1.3
COc1ccc(S(=O)(=O)Nc2ccc3c(c2)CC(=O)N([C@@H](C)CO)C[C@@H](C)[C@H](CN(C)C(=O)Nc2c(C)noc2C)O3)cc1	-5.1
C[C@@H]1CN([C@@H](C)CO)C(=O)Cc2cc(NC(=O)C3CCCCC3)ccc2O[C@H]1CN(C)Cc1ccc(C(=O)Nc2ccccc2N)cc1	-11.1
CC(C)C#Cc1ccc2c(c1)O[C@H](CN(C)C(=O)c1ccccn1)[C@H](C)CN([C@@H](C)CO)S2(=O)=O	1.7
C[C@H](CO)N1C[C@H](C)[C@@H](CN(C)C(=O)Cc2ccccc2)OCc2cn(nn2)CCCC1=O	-1.9
CC(=O)NCCc1c(Cc2ccccc2)[nH]c2ccccc12	-1.5
C[C@@H]1CN([C@H](C)CO)C(=O)c2cccc(NC(=O)Nc3cccc4ccccc34)c2O[C@H]1CN(C)C(=O)NC1CCCCC1	-3.7
C[C@@H]1CN([C@H](C)CO)C(=O)c2cc(NC(=O)Nc3cccc4ccccc34)ccc2O[C@H]1CN(C)C(=O)NC1CCCCC1	-1.8
COc1ccc(CN(C)C[C@@H]2Oc3ccc(NS(=O)(=O)c4cccs4)cc3CC(=O)N([C@@H](C)CO)C[C@@H]2C)cc1	1.6
CNC[C@@H]1Oc2ccc(NS(C)(=O)=O)cc2CC(=O)N([C@H](C)CO)C[C@@H]1C	i
COc1ccc(NC(=O)N(C)C[C@@H]2OCCCC[C@@H](C)Oc3ccc(NC(=O)Nc4ccc(C(F)(F)F)cc4)cc3C(=O)N([C@@H](C)CO)C[C@@H]2C)cc1	-0.6
COc1cccc(S(=O)(=O)Nc2ccc3c(c2)[C@@H]2C[C@H](CC(=O)N4CCCCC4)O[C@@H](CO)[C@@H]2O3)c1	4.1
C[C@@H]1CN([C@@H](C)CO)C(=O)Cc2cc(NC(=O)Cn3cnnn3)ccc2O[C@H]1CN(C)S(C)(=O)=O	-1.1
COCC(=O)N(C)C[C@H]1Oc2cc(-c3ccncc3)ccc2S(=O)(=O)N([C@H](C)CO)C[C@@H]1C	2.0
C[C@H](CO)N1C[C@H](C)[C@H](CN(C)Cc2ccccc2)Oc2ncc(-c3cccc(C(F)(F)F)c3)cc2C1=O	0.2
COc1cccc(NC(=O)N(C)C[C@H]2OCc3cn(nn3)CCCC(=O)N([C@H](C)CO)C[C@H]2C)c1	15.9

Reprinted at random: five compounds from above
mol	NSD2 inh
CNC[C@@H]1Oc2ccc(NS(C)(=O)=O)cc2CC(=O)N([C@H](C)CO)C[C@@H]1C	i
C[C@@H]1CN([C@@H](C)CO)C(=O)Cc2cc(NC(=O)Cn3cnnn3)ccc2O[C@H]1CN(C)S(C)(=O)=O	-1.1
C[C@@H]1CN([C@@H](C)CO)C(=O)Cc2cc(NC(=O)C3CCCCC3)ccc2O[C@H]1CN(C)Cc1ccc(C(=O)Nc2ccccc2N)cc1	-11.1
C[C@@H]1CN([C@H](C)CO)C(=O)c2cc(NC(=O)Nc3cccc4ccccc34)ccc2O[C@H]1CN(C)C(=O)NC1CCCCC1	-1.8
COCC(=O)N(C)C[C@H]1Oc2cc(-c3ccncc3)ccc2S(=O)(=O)N([C@H](C)CO)C[C@@H]1C	2.0

(continued)
mol	NSD2 inh
C[C@H](CO)N1C[C@H](C)[C@@H](CN(C)Cc2ccc3c(c2)OCO3)OCCCC[C@H](C)Oc2ccc(NS(C)(=O)=O)cc2C1=O	-1.9
COc1ccc(S(=O)(=O)N(C)C[C@H]2Oc3ccc(NC(=O)C4CC4)cc3CC(=O)N([C@@H](C)CO)C[C@@H]2C)cc1	0.5
C[C@@H]1CN([C@@H](C)CO)C(=O)c2cc(NC(=O)c3ccccc3)ccc2O[C@@H](C)CCCCO[C@H]1CN(C)S(=O)(=O)c1cccs1	1.5
C[C@H](CO)N1C[C@H](C)[C@H](CN(C)C(=O)c2cccc(F)c2)Oc2ncc(C#CCN(C)C)cc2C1=O	-0.4
C[C@H](CO)N1C[C@H](C)[C@H](CN(C)Cc2ccncc2)Oc2ncc(-c3cccc(C#N)c3)cc2C1=O	2.8
C[C@H]1CN([C@@H](C)CO)S(=O)(=O)c2ccc(C#Cc3ccc(F)cc3)cc2O[C@H]1CN(C)C	3.6
CCCC#Cc1ccc2c(c1)O[C@H](CN(C)C(=O)Nc1ccc(OC)cc1)[C@H](C)CN([C@H](C)CO)S2(=O)=O	-9.3
C[C@@H]1CN([C@@H](C)CO)C(=O)c2cccc(NC(=O)C3CCCCC3)c2O[C@H]1CN(C)Cc1ccc(C(=O)O)cc1	2.9
C[C@@H]1CN([C@@H](C)CO)C(=O)c2cc(NC(=O)NC3CCCCC3)ccc2O[C@H]1CN(C)Cc1ccc(C(=O)Nc2ccccc2N)cc1	-0.3
C[C@H](CO)N1C[C@H](C)[C@H](CN(C)Cc2ccc(C(=O)Nc3ccccc3N)cc2)Oc2ccc(NS(=O)(=O)c3cn(C)cn3)cc2C1=O	-1.6
COc1ccc(S(=O)(=O)Nc2ccc3c(c2)C(=O)N([C@@H](C)CO)C[C@H](C)[C@@H](CN(C)CC2CCCCC2)O3)cc1	4.6
C[C@H](CO)N1C[C@H](C)[C@@H](CN(C)Cc2ccc(Cl)c(Cl)c2)Oc2ccc(NS(=O)(=O)c3cccs3)cc2C1=O	0.6
C[C@H](CO)N1C[C@H](C)[C@@H](CN(C)Cc2ccccc2)Oc2c(NC(=O)C3CCOCC3)cccc2C1=O	4.7
C/C=C/C=C/C(=O)O[C@@H]1C=C(CO)[C@](O)(CO)[C@@]2(C)CCCC(C)(C)[C@H]12	1.1
C[C@H](CO)N1C[C@H](C)[C@@H](CN(C)Cc2ccncc2)Oc2ccc(NC(=O)Cn3cnnn3)cc2C1=O	-6.3
CCC(=O)N(C)C[C@@H]1Oc2cc(-c3ccc(C#N)cc3)ccc2S(=O)(=O)N([C@H](C)CO)C[C@H]1C	-4.8
C[C@@H]1CN([C@@H](C)CO)C(=O)Cc2cc(NC(=O)Cn3cnnn3)ccc2O[C@H]1CN(C)S(=O)(=O)c1cccs1	1.6
C[C@H](CO)N1C[C@H](C)[C@H](CN(C)Cc2ccc(C(F)(F)F)cc2)OCc2cn(nn2)CCCC1=O	-2.3
Cn1c(=O)c2[nH]cnc2n(C)c1=O	-0.4
Cc1ccc(S(=O)(=O)N(C(=O)C2CCCCC2)c2ccc3oc(=O)sc3c2)c(C)c1	6.7
CCCN(C)C[C@H]1Oc2cc(C#Cc3ccccc3F)ccc2S(=O)(=O)N([C@H](C)CO)C[C@H]1C	1.7
CC(C)NC(=O)N(C)C[C@H]1Oc2ncc(C#CCc3ccccc3)cc2C(=O)N([C@@H](C)CO)C[C@H]1C	1.1
C[C@@H]1CN([C@H](C)CO)S(=O)(=O)c2ccc(C#CC(C)(C)O)cc2O[C@@H]1CN(C)CC1CC1	-0.6
Cc1noc(C)c1NC(=O)N(C)C[C@@H]1OCCCC[C@@H](C)Oc2ccc(NC(=O)Nc3ccccc3)cc2C(=O)N([C@H](C)CO)C[C@H]1C	0.9
O=C(Oc1cccc2ccccc12)c1ccccc1	-3.3
COc1ccc(CN(C)C[C@@H]2Oc3c(NC(=O)Nc4c(C)noc4C)cccc3C(=O)N([C@H](C)CO)C[C@H]2C)cc1	-1.9
C/C=C/c1cnc2c(c1)C(=O)N([C@H](C)CO)C[C@H](C)[C@@H](CN(C)C(=O)CN1CCOCC1)O2	-4.3
CC(C)NC(=O)Nc1ccc2c(c1)C(=O)N([C@@H](C)CO)C[C@H](C)[C@@H](CN(C)CC1CC1)OCCCC[C@H](C)O2	-0.9
Cc1noc(C)c1S(=O)(=O)Nc1ccc2c(c1)C(=O)N([C@@H](C)CO)C[C@H](C)[C@H](CN(C)Cc1ccc(Oc3ccccc3)cc1)O2	24.2
CC(C)NC(=O)N(C)C[C@@H]1OCCCC[C@H](C)Oc2ccc(NC(=O)Nc3ccc4c(c3)OCO4)cc2C(=O)N([C@H](C)CO)C[C@@H]1C	-0.3

Given with each value named: entries from further up
Molecule: C[C@@H]1CN([C@H](C)CO)S(=O)(=O)c2ccc(C#CC(C)(C)O)cc2O[C@@H]1CN(C)CC1CC1
  NSD2 inh: -0.6
Molecule: C[C@H](CO)N1C[C@H](C)[C@H](CN(C)Cc2ccc(C(F)(F)F)cc2)OCc2cn(nn2)CCCC1=O
  NSD2 inh: -2.3

(continued)
mol	NSD2 inh
C[C@@H]1CCCCO[C@@H](CN(C)S(=O)(=O)c2ccccc2)[C@@H](C)CN([C@H](C)CO)C(=O)c2cc(NC(=O)c3ccncc3)ccc2O1	5.0
CC(C)CC#Cc1ccc2c(c1)O[C@@H](CN(C)C(=O)Cc1ccccn1)[C@H](C)CN([C@H](C)CO)S2(=O)=O	0.3
C[C@@H]1CN([C@H](C)CO)C(=O)Cc2cc(NC(=O)CCN3CCOCC3)ccc2O[C@@H]1CN(C)S(=O)(=O)c1ccc(Cl)cc1	13.3
C=C1CC[C@@]2(OC1)O[C@H]1CC3[C@@H]4CC=C5C[C@H](O[C@@H]6OC[C@H](O)[C@H](O)[C@H]6O[C@@H]6O[C@@H](C)[C@H](O)[C@@H](O)[C@H]6O)C[C@@H](O)[C@]5(C)C4CC[C@]3(C)[C@H]1[C@@H]2C (stereo partly specified)	-10.6
Cc1ccc(S(=O)(=O)N(C)C[C@H]2Oc3ccc(NC(=O)CCN4CCOCC4)cc3C(=O)N([C@@H](C)CO)C[C@H]2C)cc1	-1.4

Screening results: PubChem BioAssay, Broad Institute
